EP2 modulator: EP2 receptor (human) modulation. P43116. EP2-expressing cells, cAMP HTRF FRET, PGE2 co-stimulation. induction, % at 25 µM. actives 0.83% (n = 260,000);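 active = compounds whose cAMP rise, as percent of the full-agonist control response, exceeds 60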;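 also: rat C6 glioma line stably carrying human EP2 under a CMV promoter; the protocol text gives 20 µM as final concentration; 100% = response of wells given 1 µM PGE2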
eIF4E 4G PPI: eIF4E/eIF4G interaction inhibition in translation initiation. TR-FRET eIF4E-eIF4GI(517-606) binding, 2 h. actives 0.37% (n = 220,000). P63073+Q04637. inhibition, % at 21.7 µM;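 active = inhibition above about 30%, limit read from the data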;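 also: 0% = full FRET control wells and 100% = background wells lacking eIF4GI fragment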
Target sequence (P63073 whole entry, looked up, the tested form may be a part): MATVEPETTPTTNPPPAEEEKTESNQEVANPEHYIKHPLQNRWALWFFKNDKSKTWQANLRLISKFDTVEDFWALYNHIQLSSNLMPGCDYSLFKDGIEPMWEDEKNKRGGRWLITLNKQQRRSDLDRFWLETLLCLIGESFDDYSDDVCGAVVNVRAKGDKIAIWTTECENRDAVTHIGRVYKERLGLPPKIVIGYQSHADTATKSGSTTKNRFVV
Target sequence (Q04637 whole entry, looked up, the tested form may be a part): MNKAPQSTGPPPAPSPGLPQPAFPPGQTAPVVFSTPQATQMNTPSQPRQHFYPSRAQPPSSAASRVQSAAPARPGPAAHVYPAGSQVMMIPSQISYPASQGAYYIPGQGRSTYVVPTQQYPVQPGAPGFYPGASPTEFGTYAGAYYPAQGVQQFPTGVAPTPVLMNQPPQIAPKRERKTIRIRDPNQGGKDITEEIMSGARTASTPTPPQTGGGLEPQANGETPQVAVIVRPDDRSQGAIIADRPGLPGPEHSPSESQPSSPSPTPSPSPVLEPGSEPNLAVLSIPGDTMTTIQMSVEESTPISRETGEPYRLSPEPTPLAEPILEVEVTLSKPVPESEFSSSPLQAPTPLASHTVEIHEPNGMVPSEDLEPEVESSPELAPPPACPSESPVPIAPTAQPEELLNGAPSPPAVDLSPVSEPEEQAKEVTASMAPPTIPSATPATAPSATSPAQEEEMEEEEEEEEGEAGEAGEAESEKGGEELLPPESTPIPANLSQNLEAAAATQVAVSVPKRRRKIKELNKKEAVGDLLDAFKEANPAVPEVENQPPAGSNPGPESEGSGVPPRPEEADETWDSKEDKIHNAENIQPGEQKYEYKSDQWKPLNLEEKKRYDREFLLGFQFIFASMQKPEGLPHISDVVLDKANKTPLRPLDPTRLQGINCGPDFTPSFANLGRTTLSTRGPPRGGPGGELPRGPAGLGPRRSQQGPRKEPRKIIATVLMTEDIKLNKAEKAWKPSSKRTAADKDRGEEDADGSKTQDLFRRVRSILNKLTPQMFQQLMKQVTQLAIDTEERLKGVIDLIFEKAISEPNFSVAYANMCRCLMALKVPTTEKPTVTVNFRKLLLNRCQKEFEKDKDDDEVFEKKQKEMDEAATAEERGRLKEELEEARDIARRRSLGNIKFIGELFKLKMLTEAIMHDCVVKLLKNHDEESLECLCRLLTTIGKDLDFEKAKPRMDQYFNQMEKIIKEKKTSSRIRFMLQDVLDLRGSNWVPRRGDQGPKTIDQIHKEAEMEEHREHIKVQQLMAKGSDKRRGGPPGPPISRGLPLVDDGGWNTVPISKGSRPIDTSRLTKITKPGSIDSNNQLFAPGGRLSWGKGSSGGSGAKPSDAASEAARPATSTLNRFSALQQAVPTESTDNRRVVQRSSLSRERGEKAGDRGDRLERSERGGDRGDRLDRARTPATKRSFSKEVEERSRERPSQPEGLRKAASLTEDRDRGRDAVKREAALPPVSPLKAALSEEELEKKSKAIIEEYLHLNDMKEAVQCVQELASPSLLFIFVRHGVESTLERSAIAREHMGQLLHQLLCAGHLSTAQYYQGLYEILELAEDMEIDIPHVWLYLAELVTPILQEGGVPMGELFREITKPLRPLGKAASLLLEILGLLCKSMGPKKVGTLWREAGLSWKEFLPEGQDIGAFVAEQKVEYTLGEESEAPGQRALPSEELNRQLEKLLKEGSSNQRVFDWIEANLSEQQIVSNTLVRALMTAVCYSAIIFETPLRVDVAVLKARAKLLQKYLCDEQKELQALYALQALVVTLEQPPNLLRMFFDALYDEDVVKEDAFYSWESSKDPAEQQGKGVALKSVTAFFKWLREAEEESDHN
NPY1 pot ag: human NPY-Y1 potentiation or agonism, primary screen. P25929. NPY-Y1 expressing cells, potentiator/agonist activation. activation, % at 3.6 µM. actives 0.37% (n = 220,000); in the data active = activation above about 33%, passing the limit was not always enough;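 also: cells stimulated with NPY at EC10 then isoproterenol at EC100; 0% = low agonist plus stimulus and 100% = saturating agonist plus stimulus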
NPY-Y2 PAM-ag: potentiates or activates human NPY-Y2 receptor; P49146; actives 0.45% (n = 220,000); cells expressing NPY-Y2, potentiator/agonist read-out; AID 1359; activation, % at 3.6 µM; in the data active = activation above about 27%;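 also: cells stimulated with NPY near EC25 plus isoproterenol at EC100; 0% = vehicle plus submaximal agonist and 100% = vehicle plus saturating agonist; some results beyond the cut were filed as inactive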
S1P4 antag: blocks the human S1P4 receptor; O95977; S1P4-expressing cells, antagonist mode, reporter read-out; inhibition, % at 4.98 µM; actives 0.26% (n = 220,000); in the data active = inhibition above about 29%;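 also: 0% = wells stimulated with agonist and 100% = vehicle wells without agonist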
NPY Y1 blocker: blocks the human neuropeptide Y Y1 receptor. P25929. HEK293-CNG Y1 cells, membrane potential fluorescence; NPY at EC95, then isoproterenol. inhibition, % at 3.6 µM. actives 1% (n = 200,000);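 active = inhibition above the campaign mean inhibition of all tested compounds plus 3 SD, cut at about 20% in these data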;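 also: 0% = DMSO wells given NPY plus isoproterenol and 100% = isoproterenol alone without NPY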
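material = HEK293 cells with Y1 receptor plus CNG channel | also added = NPY 25 nM then isoproterenol 1 µM plus Ro 20-1724 25 µM | schedule = dye 3 h, compound 60 min room temperature, stimulation 45 min | measured by = membrane potential fluorescence | benchmarks = high control isoproterenol alone, low control NPY with isoproterenol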
p97 ATPase inh: inhibitors of human p97 ATPase | recombinant p97 ATPase, Kinase-Glo ATP luminescence, 3 h | inhibition, % at 8 µM | actives 0.42% (n = 220,000) | AID 1481; in the data active = inhibition above about 15%;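 also: 0% = DMSO vehicle and 100% = wells lacking enzyme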
EP2 antag: blocks the human prostaglandin E2 receptor EP2. P43116. C6 glioma cells expressing human EP2, cAMP TR-FRET; cells stimulated with saturating PGE2. inhibition, % at 25 µM. actives 0.52% (n = 260,000);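 active = percent inhibition above 40 after rounding to a whole number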;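 also: rat C6 glioma host cells with rolipram phosphodiesterase inhibitor present; the protocol text gives 20 µM as final concentration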
S1P4 agonist: agonists of human S1P4 receptor; O95977; S1P4-expressing cell line, agonist reporter assay; activation, % at 4.98 µM; actives 0.35% (n = 220,000); AID 1509; in the data active = activation above about 11%;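 also: 0% = DMSO vehicle and 100% = reference agonist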
The depositor's hits bear a star; · = not tested or not shown; & = joins results of further samples; [ ] = another dose, or the depositor's remark. Some of the compounds tested, so the mix of outcomes need not match the whole.

SMILES	EP2 modulator	eIF4E 4G PPI	NPY1 pot ag	NPY-Y2 PAM-ag	S1P4 antag	NPY Y1 blocker	p97 ATPase inh	EP2 antag	S1P4 agonist
C(=N\N1CCN(Cc2ccccc2)CC1)/c1cccnc1	2	-3	8	12	-1	3	2	9	0.8
O=C(CCc1ccccc1)Nc1nc2n(n1)C(c1ccccc1)CC(=O)N2 (stereo unspecified)	2	4[fluorescence artefact?]	-18	2	-5	0	4	9	2.2
CCOc1ccc(NC(=O)C2(c3ccc(OC)c(OC)c3)CCCC2)cc1	32	-4	-16	-2	3	8	-3	2	1.3
N#CC1=C(N)Oc2n[nH]c(-c3cccs3)c2C1c1cccs1 (stereo unspecified)	-20	-4	28	6	-2	5	-1	52*	-2.2
Cc1onc(-c2ccccc2Cl)c1NC(=O)NCc1cccs1	-7	-3	14	-22	8	·	7	6	0.2
c1ccc(Cn2nnc3c(N4CCCC4)ncnc32)cc1	-6&17	7	1	0	-2	6	6	12&5	0.8
Nc1ccc(CCc2nc3ccccc3o2)cc1	4	0	0	0	-13	0	0	14	0.1
O=C(NCc1ccc(Cl)cc1)C(=O)Nc1nccs1	3	-4	20	-5	1	-4	2	6	-0.3
c1csc(C2C3=C(Nc4ncnn42)c2ccccc2OC3)c1 (stereo unspecified)	-26	5	7	6	-20	6	1	14	-0.1
C/C(=N\NC(=O)c1c(Cl)cnn1C)c1ccc(NC(=O)c2ccncc2)cc1	-32	13[fluorescence artefact?]	14	-11	-10	-3	2	2	1.1
Cc1ccc(S(=O)(=O)N2CCN(C(C)C(=O)N3CCCc4ccccc43)CC2)cc1 (stereo unspecified)	8	-1	-2	-9	10	-3	-3	-1	-2.6
COc1ccccc1N1CCN(C(=O)CC2NC3CCCCC3NC2=O)CC1 (stereo unspecified)	16	-2	5	9	-8	8	-1	·	1.6
Nc1ccc(C(=O)C(=O)c2ccc(N)cc2)cc1	-21	-1	4	3	-4	·	6	5	0.0
COc1ccc(CCC(=O)OCC(=O)c2cccc(OC)c2)cc1	7	-2	5	-4	9	6	-1	5	2.5
Cc1cc(C)nc(SCc2ccccc2C#N)n1	10	1	-23	-8	-8	5	-4	12	-1.4
Cc1nnc(NCc2ccco2)c2ccccc12	-14	-2[fluorescence artefact?]	-12	-13	10	-1	-5	13	0.9
CC(C)(C)c1csc(SCC(=O)Nc2ccc(Cl)cn2)n1	35	1	-16	-11	-5	1	-2	7	-0.4
CCOC(=O)N1CCC(C(N)=O)CC1	3	-2	1	-12	-9	-1	0	10	-0.7
COc1ccccc1CNC(=O)CCS(=O)(=O)c1cccc2nonc12	14	5	17	-4	6	1	1	10	-3.1
CC1(C)CC2(CCCN(CC(O)(c3ccccc3)c3ccccc3)C2)CCO1 (stereo unspecified)	17	4	1	-14	15	·	0	9	-1.0
Cc1ccc(CN2CCN(Cc3ccc(OCCO)cc3)CC2CCO)o1 (stereo unspecified)	11	0	-11	5	5	3	4	6	-0.6
COc1ccccc1CNC(=O)/C=C/c1cc2c(cc1Br)OCO2	-11	2	9	-5	-1	3	-1	8	1.1
Cc1cc(C)c(C#N)c(SCC(=O)Nc2nnc(-c3ccccc3)s2)n1	33	2	-11	8	-13	-6	2	20	0.2
O=C(COc1ccccc1)Nc1nc(-c2ccc(S(=O)(=O)N3CCOCC3)cc2)cs1	-13	-45	6	-23	2	1	-2	13	-1.4
COc1ccc(OC)c(CN(CCCN2CCOCC2)C(=O)Nc2ccccc2)c1	10	-5	3	8	3	-6	0	10	-3.8

Carrying on:
SMILES	EP2 modulator	eIF4E 4G PPI	NPY1 pot ag	NPY-Y2 PAM-ag	S1P4 antag	NPY Y1 blocker	p97 ATPase inh	EP2 antag	S1P4 agonist
C(=C\c1ccccc1)/C=N/Nc1nc2ccccc2s1	-2	4	-18	-20	0	8	-2	16	-0.1
Cc1c(C(=O)OCC(=O)Nc2ccc3c(c2)OCO3)cccc1[N+](=O)[O-]	-2	3[fluorescence artefact?]	-11	-10	-3	16	5	10	2.1
CCC(C)NC(=S)Nc1ccc2nc(N3CCN(CC)CC3)cc(C)c2c1 (stereo unspecified)	-62	0	4	10	-16	6	2	1	-0.2
CC1CCCN(C(=O)c2ccc3c(=O)n(C4CCCC4)c(=S)[nH]c3c2)C1 (stereo unspecified)	-61	-4	16	-2	-25	-4	4	6	1.9
CCOC(=O)Cc1cnc(NC(=O)c2ccccc2)s1	3	-2	5	6	10	2	0	9	0.8
CCCCN(CCCC)C(=O)CSc1nnc(-c2cc(OC)c(OC)c(OC)c2)o1	-19	-1	-4	-3	3	-1	-1	8	0.0
CCOC(=O)N1CCC(N2C(=O)c3ccccc3C2Nc2cc(Cl)c(OC)cc2OC)CC1 (stereo unspecified)	-4	3	-10	3	-14	-3	-3	10	0.1
CC(=O)c1cc(CN2CCN(Cc3ccc(C)cc3)C(CCO)C2)cs1 (stereo unspecified)	24	2	-11	-17	-4	8	0	1	-0.3
Cn1c2ccc(F)cc2c2ncn(Cc3ccccn3)c(=O)c21	-22	9	-9	-20	-20	·	-4	5	-0.3
O=C(COC(=O)c1sc2ccccc2c1Cl)NC1CCCCC1	-9	-5	3	3	-18	-3	-3	9	0.0
CCOC(=O)c1[nH]c2ccc(OC)cc2c1NC(=O)/C=C/c1ccc2c(c1)OCO2	-20	-3	-12	1	2	5	-3	5	0.9
COc1cc(NC(=O)CSc2nnc3c(n2)[nH]c2ccc(S(=O)(=O)NC(C)C)cc23)cc(OC)c1OC	-16	-1	-8	2	-4	1	-1	6	2.0
COc1ccc(-c2cc(=O)c3cc(OC)ccc3[nH]2)cc1	26	8[fluorescence artefact?]	9	12	13	-1	3	12	0.4
Cc1c(N(C)C)nc2ccccc2c1N	4	-3	4	3	0	5	7	8	-1.6
CCS(=O)(=O)N1CCN(CC2CC3C=CC2C3)CC1 (stereo unspecified)	23	3[fluorescence artefact?]	5	7	4	3	0	7	-2.8
CCC1=NC(c2ccc(Br)cc2)N(O)C1(C)C (stereo unspecified)	8	-3	-5	0	-16	5	8	4	0.3
NC[C@@]12CCCC1C1CCC2C1 (stereo partly specified)	-9	4	24	13	-3	1	3	14	0.5
O=C(Nc1ccc2nc3n(c(=O)c2c1)CCCC3)c1cc([N+](=O)[O-])ccc1F	-11	1	14	18	-8	-6	6	12	-0.3
Nc1nc2n(n1)C(c1cccc(Br)c1)CC(c1ccccc1)N2 (stereo unspecified)	2	-1	25	4	-11	-1	0	8	1.0
O=C1CCCN2N=C(SCC(=O)Nc3nc4ccccc4s3)SC2=N1	-46	-2	3	2	5	-1	0	3	-0.5
COc1ccc(C(=O)OCC(=O)NCc2ccc3c(c2)OCO3)cc1[N+](=O)[O-]	-8	-3	-25	-18	-3	7	3	4	0.8
C/C(=N\NC(=S)NCc1ccccc1)c1cccs1	12	-3	-5	-5	-1	7	-2	1	0.0
CC1(C)N=C(N)NC(Nc2ccc(Br)cc2)=N1	-23	0	-17	2	2	-1	3	11	-0.4
O=C(Nc1ncnc2sc3c(c12)CCCCC3)c1ccco1	-4&-8	-6	-15	-8	-3	-4	1	16&12	-2.7
CCOc1ccc(C(=O)Nc2cccc(NC(=O)c3cccs3)c2)cc1[N+](=O)[O-]	-35	2	-31	0	-21	-3	1	25	-1.2

5 entries from above, in markdown:
| molecule | EP2 modulator | eIF4E 4G PPI | NPY1 pot ag | NPY-Y2 PAM-ag | S1P4 antag | NPY Y1 blocker | p97 ATPase inh | EP2 antag | S1P4 agonist |
| --- | --- | --- | --- | --- | --- | --- | --- | --- | --- |
| C/C(=N\NC(=O)c1c(Cl)cnn1C)c1ccc(NC(=O)c2ccncc2)cc1 | -32 | 13[fluorescence artefact?] | 14 | -11 | -10 | -3 | 2 | 2 | 1.1 |
| COc1ccc(OC)c(CN(CCCN2CCOCC2)C(=O)Nc2ccccc2)c1 | 10 | -5 | 3 | 8 | 3 | -6 | 0 | 10 | -3.8 |
| Nc1nc2n(n1)C(c1cccc(Br)c1)CC(c1ccccc1)N2 (stereo unspecified) | 2 | -1 | 25 | 4 | -11 | -1 | 0 | 8 | 1.0 |
| CC1(C)N=C(N)NC(Nc2ccc(Br)cc2)=N1 | -23 | 0 | -17 | 2 | 2 | -1 | 3 | 11 | -0.4 |
| CCS(=O)(=O)N1CCN(CC2CC3C=CC2C3)CC1 (stereo unspecified) | 23 | 3[fluorescence artefact?] | 5 | 7 | 4 | 3 | 0 | 7 | -2.8 |

(next part)
SMILES	EP2 modulator	eIF4E 4G PPI	NPY1 pot ag	NPY-Y2 PAM-ag	S1P4 antag	NPY Y1 blocker	p97 ATPase inh	EP2 antag	S1P4 agonist
CSc1nc2ccsc2c(=O)n1-c1ccccn1	21	-4	-2	-11	-31	-2	3	4	1.2
CC(C)c1ccc(NCCC(=O)c2cccs2)cc1	1	3[fluorescence artefact?]	-1	-9	-1	-3	2	6	-2.2
CCOC(=O)CNC(=O)c1ccc(C)cc1	18	-2	3	-16	-8	4	-2	9	-1.9
CCCSc1cc(N)cc([N+](=O)[O-])c1	9	5	-2	-6	-14	-4	5	4	1.2
CCOc1ccccc1C1CC(c2cccs2)=NN1S(C)(=O)=O (stereo unspecified)	-6	-3	20	16	-6	6	4	3	3.1
Cc1ccccc1CN(C)CC(=O)Nc1ccccc1Oc1ccccc1	68*	20	-14	-18	-13	5	0	4	0.7
COc1ccc(NC(=O)/C=C/c2ccco2)cn1	-15	3	-5	5	-17	0	-5	4	-1.3
COC(=O)c1ccccc1NC(=O)/C=C/C(=O)O	-1	1[fluorescence artefact?]	1	2	-4	-2	-2	7	-0.8
O=C(CCc1ccccc1)NCCCN1CCOCC1	5	1	9	-21	6	-5	-3	11	2.6
COC(=O)C1=C(C)NC2=C(C1c1ccc(O)cc1)S(=O)(=O)c1ccccc12 (stereo unspecified)	-2	3	-18	3	-18	5	4	24	0.5
CCN(C(=O)CSc1nnc(-c2c[nH]c3ccccc23)o1)C1CCS(=O)(=O)C1 (stereo unspecified)	-17	-1	-8	-3	5	0	1	8	-1.7
COC(=O)c1nnc(-c2ccccc2)nc1OC	9	·	-1	-7	-20	7	-2	14	-1.4
O=C(CCC(=O)NCCCc1ccccc1)NCCCc1ccccc1	19	4	-16	3	-18	3	-4	4	-0.5
CCc1nnc(NC(=O)c2ccc(S(=O)(=O)N3CCCCC3C)cc2)s1 (stereo unspecified)	12	5	13	-5	-24	-5	2	-3	0.3
COc1ccc(NC(=S)NCCc2ccc(F)cc2)c(OC)c1	-100	4[fluorescence artefact?]	-15	-14	-9	-5	-3	22	2.2
Cc1ccccc1-c1ncc(CN2CCN(C3CCCC3)C(CCO)C2)cn1 (stereo unspecified)	-7	2	4	-11	-29	-4	-1	7	-0.2
CC1CCCC(C)N1S(=O)(=O)c1ccc(S(=O)(=O)NCc2ccccc2)cc1 (stereo unspecified)	-11	0	4	-17	-9	1	0	-1	2.4
CCOC(=O)c1sc(C)c(C(=O)NC2CCCCC2)c1N	-8	8[fluorescence artefact?]	10	-23	-15	11	-2	9	-0.3
CCOC(=O)C1=C(C)N(c2ccccc2)C(=O)NC1c1cccc([N+](=O)[O-])c1 (stereo unspecified)	16	0	-42	1	-11	0	-3	9	-0.8
CC(C)NCC(O)COc1ccc(CCOCC2CC2)cc1 (stereo unspecified)	3&-1&-9	-4&6&-1[fluorescence artefact?]	96*	92*	-23&-18	-12&-14	4&2	15&6	1.3&0.7
O=C(NNc1ncccc1Cl)c1c(Cl)cccc1Cl	-19	-5	-11	-6	-5	4	1	4	-0.4
CNC(=O)COC(=O)c1ccccc1Oc1ccccc1	16	5	-18	3	5	4	-2	-1	-2.2
CSc1nc(-c2ccccc2)cc(C)c1C#N	23	1	-22	-40	16	14	3	5	-1.5
O=C(CSc1n[nH]c(=O)[nH]c1=O)Nc1ccccc1C(=O)c1ccccc1	28	3	-10	0	7	·	-3	7	1.1

Source: PubChem BioAssay (several laboratories)
